Bioassay records from PubChem.
SR-BI uptake up – activators of SR-BI mediated HDL lipid uptake. CHO ldlA[mSR-BI] cells, DiI-HDL uptake fluorescence, 3 h; 100 = double the neutral-control signal. AID 504775. activation, % at 12.5 µM. 320,000 tested, 0.096% active;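 active = mean replicate activation of at least 60% and every replicate at or above 60%; inconclusive = mean or all-replicate condition met, but not both; inactive = mean below 60% and not all replicates reaching 60%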;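 note: 0% = median plate neutral-control signal and 100% = twice that signal; values of inactives mirror those of a sister screen read the other way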
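Assay system: LDL receptor-deficient CHO ldlA cells overexpressing murine SR-BI / Medium: BSA-supplemented, HEPES-buffered Ham's F12, pH 7.4 / Probe or stimulus: DiI-labelled HDL at 10 µg/mL final / Timing: compound with DiI-HDL co-incubation, 3 h at 37 °C / Technique: bottom-read cell fluorescence after medium removal, ex 550/em 595 nm / Measure: HDL uptake via cellular fluorescence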
SR-BI DiI inh – blocks mouse SR-BI lipid uptake from DiI-HDL; Q61009; ldlA[mSR-BI] CHO cells, DiI-HDL uptake fluorescence, 3 h; inhibition, % at 12.5 µM; 320,000 tested, 0.96% active;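 active = mean replicate inhibition of at least 70% and a set share of replicates each scoring 70 or more; inconclusive = meets just one of the two criteria; inactive = fails both criteria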;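 note: 0% = median of neutral control wells and 100% = median of positive control wells; values of inactives mirror those of a sister screen read the other way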
NSD2 HMT inh – inhibitors of human histone methyltransferase NSD2; inhibition, % at 12.5 µM; NSD2 peptide methylation, AlphaScreen, 120 min; 310,000 tested, 0.54% active; in the data active = inhibition above about 50%
DAGLB inh – blocks human DAGLB lipase activity. inhibition, % at 5.17 µM. HEK293T DAGLB membrane lysate, EnzChek fluorogenic substrate. Q8NCG7. 340,000 tested, 0.059% active; in the data active = inhibition above about 34%;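 note: 0% = enzyme with vehicle and 100% = wells lacking enzyme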
Target sequence (Q8NCG7 whole entry, looked up): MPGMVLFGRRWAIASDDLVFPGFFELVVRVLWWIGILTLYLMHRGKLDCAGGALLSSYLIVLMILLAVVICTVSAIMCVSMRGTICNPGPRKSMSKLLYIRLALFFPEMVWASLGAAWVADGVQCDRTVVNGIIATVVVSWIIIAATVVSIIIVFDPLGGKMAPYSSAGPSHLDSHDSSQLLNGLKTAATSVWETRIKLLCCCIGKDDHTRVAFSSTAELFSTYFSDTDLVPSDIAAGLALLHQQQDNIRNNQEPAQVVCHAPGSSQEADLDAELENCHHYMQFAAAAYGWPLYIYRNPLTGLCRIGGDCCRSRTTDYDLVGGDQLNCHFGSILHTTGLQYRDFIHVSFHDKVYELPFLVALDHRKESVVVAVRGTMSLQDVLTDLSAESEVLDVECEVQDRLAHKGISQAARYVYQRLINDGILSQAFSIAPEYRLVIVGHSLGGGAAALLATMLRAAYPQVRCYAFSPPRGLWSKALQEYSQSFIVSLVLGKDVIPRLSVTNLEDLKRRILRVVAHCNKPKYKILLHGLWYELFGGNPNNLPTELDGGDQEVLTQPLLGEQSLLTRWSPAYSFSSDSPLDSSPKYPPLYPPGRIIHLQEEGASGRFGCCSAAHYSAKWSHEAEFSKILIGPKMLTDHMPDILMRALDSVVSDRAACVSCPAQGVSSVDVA
Keap1-Nrf2 PPI – Keap1-Nrf2 (human) interaction inhibition | 340,000 tested, 0.15% active | Keap1 Kelch-Nrf2 peptide fluorescence polarization, 1536-well | inhibition, % at 9.4 µM; in the data active = inhibition above about 12%; inconclusive = no clear call, values can overlap the other calls; inactive = below about 7.3%;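 note: human Keap1 Kelch domain with fluorescein labeled Nrf2 9mer peptide probe; 0% = neutral control wells and 100% = peptide positive control; higher means more block of Keap1 binding to Nrf2 peptide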
C-LANA FP – inhibitors of KSHV LANA C-terminal domain DNA binding. MBP-C-LANA/FAM-LBS DNA binding, fluorescence polarization. AID 504423. 340,000 tested, 0.078% active. inhibition, % at 9 µM;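 active = highest replicate inhibition at or above 60% at 9 µM, even if other replicates fall short; inactive = all replicates below 60% inhibition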;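 note: 0% = neutral control wells and 100% = 4 µM acridine orange control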
PKA-R2B act – PKA-R2B complex activation; P22694+P31323; PKA-R2B holoenzyme dissociation, Cy5-IP20 fluorescence polarization; R2B truncated from residue 108, S112A mutant; 0% DMSO only, 100% 113 µM cGMP; activation, % at 11.4 µM; 340,000 tested, 0.079% active;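 active = activation above a cutoff set at the mean over all compounds plus 3 SD, cut at about 18% in these data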;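 note: higher means more holoenzyme dissociation and a rise in polarization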
Target sequence (P31323 whole entry, looked up, other chains not shown, the tested form may be a part): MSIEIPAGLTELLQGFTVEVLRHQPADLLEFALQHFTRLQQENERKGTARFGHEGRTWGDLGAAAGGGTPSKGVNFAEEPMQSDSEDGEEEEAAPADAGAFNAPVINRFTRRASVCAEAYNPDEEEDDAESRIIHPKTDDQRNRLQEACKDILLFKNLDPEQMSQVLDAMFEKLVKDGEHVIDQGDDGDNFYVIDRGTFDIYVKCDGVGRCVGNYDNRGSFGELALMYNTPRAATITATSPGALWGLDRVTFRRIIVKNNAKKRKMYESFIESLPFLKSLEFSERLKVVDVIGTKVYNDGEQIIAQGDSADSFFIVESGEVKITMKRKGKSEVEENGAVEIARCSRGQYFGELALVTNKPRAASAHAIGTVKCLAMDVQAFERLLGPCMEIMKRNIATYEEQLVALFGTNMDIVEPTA
Cardiac RTF inh – cardiac RTF calcium desensitization; IANBD-labeled cardiac RTF, Ca2+ fluorescence; AID 493244; 340,000 tested, 0.12% active; P19429+P45379; inhibition, % at 7.15 µM;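 active = inhibition above the mean inhibition of all tested compounds plus 3 SD, cut at about 17% in these data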;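 note: assay run at fixed EC70 calcium of 1.6 mM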
Arr AP2 block – blocks beta-arrestin peptide binding to AP2 adaptin; FITC-arrestin peptide / GST-AP2 beads, flow cytometry; AP2 beta2 appendage carries R879A mutation; inhibition, % at 10 µM; 340,000 tested, 0.31% active; AID 504490;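 active = inhibition above a set limit, near 3 SD of compounds lacking own fluorescence, cut at about 54% in these data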;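 note: plate controls were DMSO wells for no effect and 5 µM unlabelled arrestin peptide for full effect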
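System: GST-AP2 R879A glutathione beads; medium: PBS, Tween 20 0.05%, BSA 0.1%; reagent: fluorescein-tagged arrestin peptide at 50 nM final; schedule: pre-incubation 12 min, peptide binding 1 h, room temperature; detection: flow cytometry, FL1 (488/535 nm); read-out: inhibition as reduced fluorescein signal on beads, percent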
PvdQ inh – blocks Pseudomonas aeruginosa PvdQ acylase activity. purified PvdQ acylase, fluorescence plate reader. inhibition, % at 10 µM. 340,000 tested, 0.063% active. AID 488965; in the data active = inhibition above about 30%, passing the limit was not always enough; inconclusive = no clear call, values can overlap the other calls;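 note: 0% = vehicle neutral wells and 100% = reference inhibitor wells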
The depositor's hits bear a star; u = inconclusive; x = no result given.

A first look, 2 compounds:
SMILES	SR-BI uptake up	SR-BI DiI inh	NSD2 HMT inh	DAGLB inh	Keap1-Nrf2 PPI	C-LANA FP	PKA-R2B act	Cardiac RTF inh	Arr AP2 block	PvdQ inh
Cc1ccccc1S(=O)(=O)c1cc(C#N)c(=O)[nH]c1N	12	-12	0	0	2	-0.8	-5	-7	9	3
CC12CCC(C/C1=N\N=C1\NC(=O)/C(=C\c3cccc(Br)c3)S1)C2(C)C (configuration not stated)	-26	26	5	8	3	-1.0	-7	-3	-8	-5

Main list, from the first entry:
SMILES	SR-BI uptake up	SR-BI DiI inh	NSD2 HMT inh	DAGLB inh	Keap1-Nrf2 PPI	C-LANA FP	PKA-R2B act	Cardiac RTF inh	Arr AP2 block	PvdQ inh
Cc1ccccc1S(=O)(=O)c1cc(C#N)c(=O)[nH]c1N	12	-12	0	0	2	-0.8	-5	-7	9	3
CC12CCC(C/C1=N\N=C1\NC(=O)/C(=C\c3cccc(Br)c3)S1)C2(C)C (configuration not stated)	-26	26	5	8	3	-1.0	-7	-3	-8	-5
CC(C)c1nc2sc3c(SCCN(C)C)ncnc3c2c2c1CCC2	20	-20	2	0	-4	-6.1	-1	-7	12	-18
O=C(CSc1nnc(NC(=O)Cc2ccccc2)s1)NCC1CCCO1 (configuration not stated)	-15	15	2	-1	1	-0.9	-1	-1	-1	-7
Cc1ccc(OCC(=O)N2CCN(c3nnc(-c4ccccc4)c4ccccc34)CC2)cc1	-73	u	0	-2	-2	-0.6	-4	-1	-2	-24
CCOc1ccc(C(C)=O)cc1CN1C(=O)NC2(CCCCCCC2)C1=O	-16	16	-1	2	-3	-0.2	-12	12	-11	-6
COc1cccc(-n2c(C)nnc2SCC#N)c1	-1	1	-4	-1	1	-1.2	4	-7	4	-8
Cc1cc(NC(=O)CCC(=O)N(Cc2ccco2)C2(C(=O)NC3CCCC3)CCC(C)CC2)no1 (configuration not stated)	-22	22	5	0	-5	1.5	-6	-26	22	-3
COc1cccc(CNc2ccc3c(c2)ncn3C(C)C)c1OC	13	-10	x	-5	1	0.4	1	1	29	1
CN(CC(=O)Nc1c(Cl)cccc1Cl)C(=O)C1CCN(C(=O)Nc2ccccc2)CC1	-5	5	-2	0	-3	-2.1	4	-7	-2	-12
O=C(CN1CCC(NC(=O)c2ccco2)CC1)Nc1cccc2ccccc12	8	-8	0	-4	-1	0.5	-7	2	-3	-11
CCCCN(Cc1ccccc1)C(=O)C1CCC(=O)N(CCc2ccccn2)C1 (configuration not stated)	1	-1	-2	0	0	-1.8	5	-3	-14	-15
Cc1ccc(C)c(-n2cc(CN3CCNC(=O)CC3)c(-c3ccccc3)n2)c1	-7	7	-1	-1	4	-1.6	9	-4	22	5
CCN1C(=O)[C@H]2[C@@H](c3ccc(OC)cc3)N3C(=O)CN(CCOC)C(=O)[C@@]3(Cc3ccccc3)[C@H]2C1=O	6	-6	x	-2	1	-2.2	-4	0	-1	-8
O=C(Nc1ccc(Oc2cccnc2)cc1)C1CCN(Cc2ccccc2)CC1	5	-5	3	0	-5	-0.5	2	-9	-11	3
Fc1ccc(N/N=C/c2ccc(N3CCOCC3)cc2)c(F)c1	-5	5	0	2	-1	2.3	-1	1	13	-8
Cc1csc(NC(=O)c2nc(-c3ccccc3)n(-c3ccccc3)n2)n1	-32	32	2	-1	-2	-1.1	3	-2	6	1
COc1cccc(NC(=S)N2CCN(c3ccccn3)CC2)c1	22	-22	0	-1	-4	-0.4	-4	-17	1	-15
N#Cc1nc(Cc2cccc3ccccc23)oc1N1CCCCC1	-4	4	-1	-5	-3	-0.9	1	4	5	8
O=C(CSc1ncnc2c1cnn2-c1ccccc1)Nc1ccc2c(c1)OCO2	12	-12	-1	-1	0	-0.5	-6	-6	7	-6
COc1ccc(C2=NCCn3cccc32)c(OC)c1	15	-15	-2	-1	-1	-0.5	2	-5	12	-12
Nc1nonc1-n1nnc(C(=O)N/N=C/c2ccc(Cl)cc2Cl)c1CN1CCOCC1	5	-5	-6	-1	-5	-0.9	-3	-7	-2	-12
C/C(=N\Nc1ccc(C(F)(F)F)cn1)c1ccncc1	-11	11	0	-4	-3	-1.3	-1	-2	9	13
CCOCCCN(C(=O)c1snc(C(N)=O)c1N)C(C(=O)NCCC(C)C)c1ccc(F)cc1 (configuration not stated)	38	-38	-1	-3	-2	3.3	-7	-3	11	1
Cc1c(C)c2ccc(OCC(=O)NCCN3CCOCC3)c(C)c2oc1=O	-12	12	-3	2	-3	1.6	-2	-4	6	-1
Cc1scc(C(=O)N/N=C/c2ccc(OC(C)C)cc2)c1C	-13	13	1	-2	-1	-0.2	3	-4	15	6
COc1cccc(C(=O)Nc2ccc3c(c2)CCCN3C(=O)c2cccs2)c1OC	-50	50	1	-4	6	0.8	-7	-7	5	7
CCCCOC(=O)c1ccc(NC(=S)N2CCN(c3ncc4c(=O)c(C(=O)O)cn(CC)c4n3)CC2)cc1	-57	57	-1	-2	-4	-2.2	3	1	1	-9
COc1ccc(OCC(=O)c2c(O)c3ccccc3oc2=O)cc1	19	-19	-2	2	1	-0.2	3	1	15	-6
CC(NC(=O)c1ccc(Cn2cc([N+](=O)[O-])cn2)cc1)c1ccccc1 (configuration not stated)	11	-11	1	-2	-3	-0.6	0	-5	-3	-11
COc1ccc2nc3ccccc3nc2c1NC(=O)c1ccc(Br)cc1	-17	17	-1	2	-8	10	-4	-2	-13	-12
COc1ccc(CC(CC(=O)O)C(=O)Nc2ccccc2)cc1 (configuration not stated)	25	-25	-2	2	-1	-0.3	8	-4	3	-9
CCCC(=O)NC(c1ccccc1OC)c1ccc2cccnc2c1O (configuration not stated)	15	-15	-5	13	4	-0.3	7	-10	16	-5
Cc1ccc(NC(=O)C2COc3ccccc3O2)cc1S(=O)(=O)N1CCOCC1 (configuration not stated)	-25	25	3	3	-3	-0.5	3	0	-17	-6
COc1ccc(-c2nnc(SCCC(=O)O)n2-c2ccccc2)cc1OC	11	-11	-3	-2	4	0.3	-10	-3	-3	-4
CN(C)S(=O)(=O)c1cccc(NC(=O)CSc2nncn2C)c1	3	-3	-1	1	-5	-0.6	-8	4	-43	4
Clc1cccc(-c2cc3nc4c(c(N5CCOCC5)n3n2)CCCC4)c1	-77	77*	-2	-9	-3	-0.3	0	3	17	4
COC(=O)C1=C(C)N(C)C(=O)NC1c1cc(Cl)c(O)c(OC)c1 (configuration not stated)	44	-44	-3	-1	-1	1.5	-4	-6	-5	-5
Cc1ccc(S(=O)(=O)NC2CCCCC2)c2nsnc12	7	-7	0	-1	-3	1.7	5	-10	-2	-13
CCOc1ccccc1/C=N/Nc1ccccc1[N+](=O)[O-]	-36	36	-4	3	4	0.9	2	-4	-1	-9
CCCCCNC(=O)Cc1ccc(OC)cc1	22	-22	-1	-1	1	-1.0	-9	0	7	-6
CC(C)(C)c1ccc(C(=O)NNC(=S)NCc2ccco2)cc1	0	0	1	-5	3	-1.5	1	8	-9	13
O=C(COC(=O)/C=C/c1ccccc1)NC1CCCC1	10	-10	-1	1	-3	-0.4	-7	-8	2	-6
COc1ccc(C(=O)NCC(=O)NCC(c2ccco2)N(C)C)cc1OC (configuration not stated)	7	-7	0	-1	-6	0.0	-4	-6	14	-4
Cc1ccc(NC(C)c2cc(Cl)ccc2O)cc1 (configuration not stated)	-4	4	6	-1	-7	1.2	9	0	-3	-7
Cc1ccc(NC(=O)CCCc2nc3ccccc3c(=O)[nH]2)c(Cl)c1	18	-18	23	2	6	-0.2	-8	-5	-11	-7
O=C(NCC(c1cccs1)N1CCOCC1)c1ccccc1NS(=O)(=O)c1cccc([N+](=O)[O-])c1 (configuration not stated)	7	-7	0	5	-2	-0.3	1	1	0	-10
CS(=O)(=O)N1CCC(C(=O)NCc2ccccc2)CC1	35	-35	-5	-3	-4	-1.2	-14	-5	-5	3
CCOC(=O)N1CCN(c2cc(=O)n(-c3ccc(C)cc3)c(=O)[nH]2)CC1	19	-19	x	1	-4	-0.4	-1	-4	15	1
CCOC(=O)c1c(-c2ccccc2)oc2ccc(OCC(N)=O)cc12	-8	8	-3	-2	1	-1.5	8	-15	9	-10
CN(C1=C(N2CCOCC2)C(=O)c2ccccc2C1=O)c1ccccc1	-30	30	76*	25	-6	-0.6	-6	-12	6	-8
COCCNC(=O)CCC1CCN(Cc2cccc(Oc3ccccc3)c2)CC1	-7	7	0	-6	0	1.5	-2	-6	10	14
CCOc1ccc(S(=O)(=O)N2CCCCC2)cc1NS(=O)(=O)c1cccs1	14	-14	-5	-2	1	0.7	-5	-1	-4	-11
O=C(NCCCN1CCOCC1)c1ccc(Cl)s1	29	-29	-2	-1	-2	0.3	-6	0	14	2
Cc1cccc(OCC(=O)N/N=C/c2ccc(N(C)C)cc2)c1	-9	9	6	4	3	-0.3	-5	-1	4	-8
COc1ccc(C2=NN(CN3C(=O)C(=O)c4ccccc43)C(c3ccc(Br)cc3)C2)cc1 (configuration not stated)	-13	13	1	-2	4	-0.6	11	-7	8	-3
CCOC(=O)C(Cc1cc(C(C)=O)ccc1OC(C)C)C(=O)OCC	-6	6	-2	-1	-3	0.2	-1	9	3	2
CCOC(=O)c1cc(=O)n(-c2ccc(Cl)cc2C)[nH]1	30	-30	3	2	4	0.3	-2	1	17	10
CCN1CCN(C(=O)c2ccccc2N(Cc2ccccc2)S(C)(=O)=O)CC1	4	-4	1	0	-3	-0.6	7	-6	-7	-9
C[C@@H](C(=O)NCCc1c[nH]c2ccccc12)[C@H]1C[C@]1(C)[C@H](NC(=O)OCc1ccccc1)c1ccccc1	-5	5	x	1	-1	-0.2	-3	10	-8	-5

New compounds follow
SMILES	SR-BI uptake up	SR-BI DiI inh	NSD2 HMT inh	DAGLB inh	Keap1-Nrf2 PPI	C-LANA FP	PKA-R2B act	Cardiac RTF inh	Arr AP2 block	PvdQ inh
Cc1ccc(-c2cc(C(F)F)n3ncc(C(=O)N4CCCCC4c4cccnc4)c3n2)cc1 (configuration not stated)	x	x	-1	5	-4	1.8	-5	-15	26	-6
CCc1ccc(N=C2NC(=O)/C(=C/c3ccc(OCC(=O)O)c(OC)c3)S2)cc1	11	-11	1	4	-4	-1.7	3	2	29	16
Cc1ccc(CNC(=O)C2CCC(=O)N(CCc3ccc(Cl)cc3)C2)cc1 (configuration not stated)	x	-4	1	3	1	1.6	0	-15	30	-3
COc1ccc(CNCCSc2nnnn2C)c(OC)c1OC	10	-10	0	-1	2	0.3	0	2	6	-8
COc1ccccc1CN(C)C(=O)C(NC(=O)Cc1cccc2ccccc12)C(C)C (configuration not stated)	-29	29	2	-5	-2	-1.6	5	-12	-8	-12
